Assay outcomes deposited in PubChem by National Center for Advancing Translational Sciences (NCATS).
Chronic BCR inh – qHTS Assay to Find Inhibitors of Chronic Active B-Cell Receptor Signaling; Potency, µM (series often up to 46.1 µM), for inactives: top-dose ratio change, negative = lower green/red ratio, hits mostly inhibitors; ABC-DLBCL IkBa-CBG/CBR reporter, luminescence ratio, 4 h; actives 0.05% (n = 340,000); active means well fitted inhibition curve with a large enough effect in the signal ratio, with a control signal flat, not every such curve was filed as active; inconclusive means small, poorly fitted or top-dose-only effect, or effect the other way, or a change in a side signal; the % refers to the signal ratio;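 further: potency means the concentration at half of the fitted maximal effect; plate controls were basal doxycycline-induced cells for no effect and cells given 10 µM MG132 for full effect; MG132 reads +100%, hits lower the ratio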
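Cell line TMD8 (human ABC DLBCL), stably expressing tet-inducible CBG68-IkBa fusion and CBR; IMDM/0.5% FBS; cpd up to 46 uM; dox induction, 4 h, 37C/5% CO2; dual luminescence; green/red ratio; MG132 control.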
ASM inhibitor – Inhibitors of Secretory Acid Sphingomyelinase (S-ASM): qHTS | Sphingomyelin phosphodiesterase (Homo sapiens), P17405 | placental ASM, HMU-PC fluorogenic substrate, 60 min | Potency, µM (series often up to 57.5 µM), without a hit: top-dose activity change, negative = inhibition, usual class: inhibitors | actives 0.006% (n = 340,000) | AID 504937, 2011; further: potency means the concentration at half of the fitted maximal effect
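qHTS format. ASM enzyme prepared from human placenta hydrolyses the fluorogenic substrate HMU-PC0 (9 uM final) over 60 min at 37 °C after a 10 min compound preincubation.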
ELG1 repair inh – qHTS screen for small molecules that inhibit ELG1-dependent DNA repair in human embryonic kidney (HEK293T) cells expressing luciferase-tagged ELG1 | HEK293T ELG1-luciferase reporter, luminescence, 16 h; DNA damage induced by 5-fluorouridine | Potency, µM (titrated, usually from 46.1 µM), for inactives: at the top dose activity change, negative = inhibition, usual class: inhibitors | actives 2.3% (n = 330,000) | AID 504467, 2011; further: potency means the concentration at half of the fitted maximal effect; on the % scale 0 is the no-effect control and ±100 the full control effect; nearly all actives have a fitted effect of over 55% in size
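Reporter activity after DNA damage by 5-fluorouridine is monitored. Compound-treated cells incubate 16 hr at 37 °C, then ONE-Glo is added for 30 min before luminescence reading.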
Mito fusion act – qHTS Assay for Small Molecule Inhibitors of Mitochondrial Division or Activators of Mitochondrial Fusion; S. cerevisiae fusion-defective mutant growth rescue, CellTiterGlo 48 h; Potency, µM (titrated, usually from 46.1 µM), inactives show at the highest dose growth rescue (activation), usual class: activators; actives 0.23% (n = 320,000); AID 485298, 2010;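 further: potency means the concentration at half of the fitted maximal effect; % of control where 0% means no effect; nearly all actives have a fitted effect of over 45% in size; temperature-sensitive fusion mutants such as fzo1-1 at 37 °C on non-fermentable ethanol glycerol medium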
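Growth-rescue viability read-out: after 48 h at the non-permissive 37C in glycerol/ethanol YPEG, yeast mitochondrial fusion mutants are measured by CellTiterGlo luminescence; compounds (23 nl pinned per well) restoring growth score as division inhibitors or fusion activators.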
Eya2 phos inh – qHTS Assay for Inhibitors of the Phosphatase Activity of Eya2; Protein phosphatase EYA2 (Homo sapiens), O00167; recombinant Eya2, OMFP fluorescence dephosphorylation (OMFP is methylfluorescein phosphate); actives 0.006% (n = 330,000); AID 488837, 2010; Potency, µM (series often up to 76.9 µM), for inactives: at the top dose activity, negative = inhibition, actives largely listed as inhibitors; further: potency means the concentration at half of the fitted maximal effect; on the % scale 0 is the no-effect control and ±100 the full control effect
Target sequence (O00167 whole entry, looked up): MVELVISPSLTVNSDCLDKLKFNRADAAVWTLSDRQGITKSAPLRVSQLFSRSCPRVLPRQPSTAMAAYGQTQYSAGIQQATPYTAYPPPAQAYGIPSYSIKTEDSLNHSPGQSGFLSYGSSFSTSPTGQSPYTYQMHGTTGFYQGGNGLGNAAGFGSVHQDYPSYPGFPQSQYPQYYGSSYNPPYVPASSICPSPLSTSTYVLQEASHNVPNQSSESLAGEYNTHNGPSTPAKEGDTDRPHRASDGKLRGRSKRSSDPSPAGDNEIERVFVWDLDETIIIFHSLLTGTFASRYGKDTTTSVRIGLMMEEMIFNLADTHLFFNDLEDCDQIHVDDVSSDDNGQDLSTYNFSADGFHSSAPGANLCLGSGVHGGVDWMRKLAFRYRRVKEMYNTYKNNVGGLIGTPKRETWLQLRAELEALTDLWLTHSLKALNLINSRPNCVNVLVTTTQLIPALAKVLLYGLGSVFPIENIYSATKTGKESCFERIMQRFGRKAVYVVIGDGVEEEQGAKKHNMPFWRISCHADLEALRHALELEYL
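Eya2 (0.2 uM) preincubated 10 min at ambient with compound, then OMFP substrate added at 50 uM; 10 min reaction in 50 mM HEPES pH 7.5, 50 mM NaCl, 5 uM MgCl2, 0.05% BSA, 1 mM DTT. Fluorescence read at Ex 485/Em 525 nm.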
Integrin act MD – qHTS for Activators of Integrin-Mediated Alleviation for Muscular Dystrophy; Potency, µM (titrated, usually from 38.3 µM), inactives show at the highest dose activation, usual class: activators; alpha7betagal myoblasts, beta-gal FDG fluorescence, 48 h; actives 0.064% (n = 350,000);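 further: potency means the concentration at half of the fitted maximal effect; 100% = response of the positive control SU9516; nearly all actives have a fitted effect of over 60% in size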
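Alpha7betagal+/- myoblasts (passage 13) were plated 16-24 hr, then exposed to compounds (1:260 dilution of DMSO stock) for 48 hours at 37C. After MPER lysis, β-galactosidase reporter activity was read as FDG fluorescence (ex 480/em 540) after 30 minutes.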
AT treatment – qHTS Assay for Identifying a Potential Treatment of Ataxia-Telangiectasia. […] A-T fibroblasts, KAP-1 phosphorylation AlphaLISA; neocarzinostatin DNA damage 30 min before lysis. Potency, µM (titrated, usually from 57.5 µM), inactives show at the highest dose activation, usual class: activators. actives 0.19% (n = 320,000). AID 485349, 2010; further: potency means the concentration at half of the fitted maximal effect; % of control where 0% means no effect; nearly all actives have a fitted effect of over 45% in size
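ATM-like activity read as KAP-1 phosphorylation via AlphaLISA donor/acceptor antibody pairs after lysis and 6 hr at 25C. Cells were ATM-null patient fibroblasts ([…], hTERT), dosed 60 min, then exposed to the DSB inducer NCS for 30 min.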
TSG101-PTAP inh – qHTS Assay for Iinhibitors of HIV-1 Budding by Blocking the Interaction of PTAP/TSG101; Tumor susceptibility gene 101 protein (Homo sapiens), Q99816; Fluorescence polarization, FITC-PTAP peptide / Tsg101 binding; Potency, µM (top dose mostly 115 µM), inactives show at the top dose activity change, negative = inhibition, hits mostly inhibitors; 340,000 tested, under 10 active; AID 493005, 2010; active means well fitted inhibition curve with a large enough effect in the main read-out, with a control signal flat, not every such curve was filed as active; inconclusive means small, poorly fitted or top-dose-only effect, or effect the other way, or a change in a side signal; inactive means no such curve, though single readings can be large or run the other way; further: potency means the concentration at half of the fitted maximal effect; % of control where 0% means no effect
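Tsg101 binding domain (10 uM final) was mixed with compound and a FITC-labeled PTAP peptide (50 nM final) in HEPES pH 7.5 buffer with NaCl, Tween 20, EDTA and TCEP; fluorescence polarization was read after 20 min at r.t.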
TSHR antag – Antagonists of the Thyroid Stimulating Hormone Receptor: HTS campaign | Thyrotropin receptor (Homo sapiens), P16473 | TSHR-expressing cells, TSH-stimulated cAMP HTRF, 2 h; active compounds read low | activity change, negative = inhibition, % at 11.5 µM | actives 0.2% (n = 330,000);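 active means activity change below a set negative limit, meaning inhibition stronger than a set level, cut at about -70% in these data; inconclusive means activity change between two set negative limits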; further: on the % scale 0 is the no-effect control and ±100 the full control effect
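Cell-based HTRF cAMP assay; TSHR cells + compound, TSH EC80 (4nM final), 2 h, 37 deg C. Lysis with anti-cAMP cryptate and cAMP-d2, 30 min RT, read 665/620 nm.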
TCR activator – Activators of T cell receptors: qHTS campaign | primary human leukocytes, anti-CD3, IL-2 HTRF, 48 h | Potency, µM (series often up to 9.22 µM), inactives show at the highest dose activation of IL-2 secretion, most hits filed as activators | 330,000 tested, under 10 active | AID 504894, 2011; further: % of control where 0% means no effect
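Primary human leukocytes receive a-CD3 beads and test compound and are incubated 48 hr. Secreted IL-2 is then assayed by HTRF, measuring 665nm acceptor emission after 320nm excitation of the europium donor.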
Tb PFK inh – qHTS Assay to Find Inhibitors of T. brucei phosphofructokinase; T. brucei PFK, ADP-Glo luminescence; AID 485367, 2010; ATP-dependent 6-phosphofructokinase (Trypanosoma brucei brucei), O15648; actives 0.17% (n = 330,000); Potency, µM (titrated, usually from 57.5 µM), inactives show top-dose activity, negative = inhibition, usual class: inhibitors;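 further: potency means the concentration at half of the fitted maximal effect; 0% = uninhibited 1x PFK enzyme wells and -100% = no-enzyme wells; nearly all actives have a fitted effect of over 60% in size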
Target sequence (O15648 whole entry, looked up): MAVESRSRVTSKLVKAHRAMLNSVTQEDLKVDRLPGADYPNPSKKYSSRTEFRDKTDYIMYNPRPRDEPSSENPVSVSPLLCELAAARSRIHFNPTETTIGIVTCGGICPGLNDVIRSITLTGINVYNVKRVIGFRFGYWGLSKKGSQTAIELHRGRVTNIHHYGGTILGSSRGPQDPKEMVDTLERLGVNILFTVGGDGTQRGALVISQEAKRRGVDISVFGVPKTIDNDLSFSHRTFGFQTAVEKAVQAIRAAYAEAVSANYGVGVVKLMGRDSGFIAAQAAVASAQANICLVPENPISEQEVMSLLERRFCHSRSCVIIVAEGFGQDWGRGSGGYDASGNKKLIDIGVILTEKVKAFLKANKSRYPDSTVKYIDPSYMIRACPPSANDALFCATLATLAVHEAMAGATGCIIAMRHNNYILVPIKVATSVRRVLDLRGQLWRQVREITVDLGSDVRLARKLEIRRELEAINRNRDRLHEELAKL
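Compounds were pin-transferred as a titration series up to 57 uM into substrate buffer (0.5 mM F6P, 0.1 mM ATP, pH 8.0), then 1.25 nM PFK was added and reactions ran 45 min before ADP-Glo detection.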
* hit, by the source's call; ? = inconclusive; / = not tested or not shown; [ ] = dose if it differs, or a comment. Unless noted, the call rests on the fitted dose curve; in most records, active means well fitted curve in the direction sought with a large enough effect; inconclusive means small, poorly fitted or top-dose-only effect, or another doubt; inactive means no such curve, though single readings can be large; an effect the other way counts as inactive or inconclusive.

SMILES	Chronic BCR inh	ASM inhibitor	ELG1 repair inh	Mito fusion act	Eya2 phos inh	Integrin act MD	AT treatment	TSG101-PTAP inh	TSHR antag	TCR activator	Tb PFK inh
CCCC(=O)N1CCN(c2ccc(NC(=O)c3cccs3)cc2Cl)CC1	-1.1%	-3.0%	7.3µM*	-0.7%	5.1%	12.2%	-2.9%	1.1%	-6.3	/	0.5%
Cc1cnc(NC(=O)CN2CCN(c3ccccc3F)CC2)s1	?	3.2%	-14.4%	2.4%	1.0%	-0.2%	0.7%	-0.9%	-5.7	-5.2%[46.1 µM]	-1.2%
COc1cccc(CNC(=O)CCNC(=O)c2ccccc2OC)c1	-4.8%	-1.1%	-3.6%	-1.9%	-3.6%	12.9%	12.5%	-0.8%	8.2	-6.0%	-4.3%
CC(=O)c1cc2c(cc1NC(=O)CN1CCN(c3ccc(F)cc3)CC1)OCO2	0.3%	-7.7%	-3.8%	4.6%	7.5%	-24.8%	-2.3%	-1.7%	/	-2.8%	0.2%
Cc1ccc(C)c(NC(=O)CN(C)C(=O)c2oc3c(Cl)cccc3c2C)c1	?	-0.4%	?	22.1%	1.2%	-30.8%	-8.6%	0.8%	-1.9	-2.8%	-4.0%
COc1ccc(NC(=O)Cc2ccc(Cl)cc2)cc1NC(=O)c1ccco1	7.6%	23.6%	?	-2.6%	23.0%	-2.6%	-3.5%	-5.6%	1.0	5.0%	-8.3%
Cn1cc(S(=O)(=O)c2ccccc2)c(=O)c2cc(Cl)ccc21	-1.7%	-0.3%	?	-0.1%	1.1%	-11.2%	1.8%	-0.6%	5.8	-5.2%	-1.7%
CCOc1ccc(NC(C)=O)cc1N	1.1%	3.9%	?	-3.4%	10.3%	/	1.0%	-3.8%	-16.4	1.1%	-2.8%
COc1ccc(NC(=O)N(C2CCCCC2)C(C)c2ccco2)c(OC)c1 (stereo not given)	-0.1%	-5.1%	-4.3%	9.5%	-22.6%	-25.9%	-10.2%	-3.7%	-12.3	3.6%	2.1%
CC(=O)/C(N=Nc1ccc(-n2ccc(C(F)(F)F)n2)cc1)=C(\C)O	11.8%	-5.3%	-20.3%	-3.2%	4.1%	8.8%	11.7%	-0.7%	-12.3	4.1%	-6.6%
COc1cc(/C=C/C(=O)O)cc(S(=O)(=O)NC2CCCC2)c1OC	-1.2%	7.2%	3.1%	0.6%	-0.1%	-20.5%	-2.2%	-0.5%	-0.8	4.4%	-2.6%
CCn1cc(C(=O)Nc2cccc(C)c2)c(=O)c2ccc(C)nc21	?	/	9.6%	-2.1%	-5.0%	/	-0.5%	/	-3.0	/	-5.1%
O=C(NC1CCCCCC1)c1c(F)c(F)c(F)c(F)c1F	4.2%	2.0%	-5.6%	1.3%	-11.8%	-11.0%	-7.2%	-12.1%	1.1	5.6%	-0.9%
COc1ccc(NC(=O)CC2C(=O)N(c3ccccc3)C(=O)N2Cc2ccco2)cc1 (stereo not given)	-16.0%	16.8%	6.3%	5.1%	10.4%	13.4%	-4.8%	-1.5%	10.9	-25.6%	1.2%
COc1cccc(/C=N/NC(=O)CSc2cccc3cccnc23)c1	?	-0.8%	-6.0%	1.5%	-6.7%	-76.5%[inhibitor]	15.8%	-5.9%	-3.6	-4.1%	-1.7%
O=C(OCc1c(Cl)cccc1Cl)c1cccnc1Cl	19.8%	-5.1%	-14.2%	8.0%	-7.4%	24.7%	0.9%	-1.8%	-12.0	-0.2%	3.3%
COc1ccc(C(CNC(=O)c2ccc(NS(=O)(=O)c3cccc([N+](=O)[O-])c3)cc2)N2CCOCC2)cc1 (stereo not given)	-0.5%	0.4%	8.5%	-1.3%	-3.3%	-4.3%	4.3%	-2.5%	-7.3	-5.2%	-0.7%
CN(C)C(=O)C(=O)c1c(-c2ccccc2)cc2ccccn12	8.3%	-5.0%	7.2%	1.5%	10.2%	-1.3%	-10.3%	-0.7%	18.1	-2.5%	0.9%
CN(C(=O)COC(=O)c1cccc(S(=O)(=O)N2CCCCC2)c1)C1CCS(=O)(=O)C1 (stereo not given)	-9.7%	-2.8%	13.1%	7.6%	-11.5%	-13.1%	10.1%	-6.0%	0.9	-1.3%	0.8%
COCCN(C(=O)CSc1nnc2cc(C)c3ccccc3n12)c1c(N)n(Cc2ccccc2)c(=O)[nH]c1=O	0.5%	-1.3%	22.5%	-5.7%	3.3%	-10.2%	-0.6%	-4.7%	26.3	0.4%[46.1 µM]	-2.4%
COc1cc(C(=O)N2CCN(c3cccc(C)c3C)CC2)ccc1OCC(=O)N1CCOCC1	?	3.7%	?	-4.6%	-17.4%	-12.8%	-8.1%	-8.9%	-3.4	10.2%	-3.3%
O=C(COc1cccc2ccccc12)Nc1ccc(Cl)cc1C(=O)O	?	26.1%	1.9%	0.0%	8.5%	?	8.4%	-3.1%	-49.8	1.2%	3.0%
O=C(Nc1ccccc1Oc1cccnc1)C1CCCN(Cc2ccccc2O)C1 (stereo not given)	2.4%	4.5%	0.1%	13.2%	2.7%	-20.1%	5.6%	1.4%	9.7	-15.5%	9.8%
Cc1ccc(-n2c(C3CC3c3ccc(Cl)cc3)n[nH]c2=S)cc1 (stereo not given)	17.2%	-6.4%	0.6%	-0.2%	-8.7%	13.6%[7.66 µM]	2.9%	-6.7%	-14.3	-4.3%	-9.4%
O=c1[nH]c2ccccc2nc1C(Cl)c1ccccc1 (stereo not given)	-6.3%	/	?	0.1%	-5.5%	/	-4.1%	/	2.3	/	1.1%
CCN(Cc1cc(=O)[nH]c2ccccc12)C(=O)c1ccc(C)cc1	-9.0%	0.7%	6.5%	1.7%	-3.3%	?	-9.5%	-3.0%	-5.1	-0.9%	2.9%
CC(C)c1ccc(S(=O)(=O)/N=C2\C=C(NS(=O)(=O)c3ccccc3)C(=O)c3ccccc32)cc1	?	-0.8%	?	?	1.4%	-14.1%	?	-5.4%	-7.6	3.4%	?
NC(=O)Cc1ccc(C(=O)c2ccc(Cl)cc2)s1	?	-1.8%	?	-4.4%	-1.2%	3.7%	3.0%	-6.9%	2.4	0.9%	0.9%
Cc1ccc(SCCC(=O)Nc2ccccc2C(=O)NC2CCCCC2)cc1	-0.2%	-1.8%	1.8%	-2.3%	1.7%	-2.9%	-4.5%	-1.0%	6.8	-1.8%[46.1 µM]	2.2%
CCOc1ccc(-n2c(N)c(C(=O)N3CCN(C)CC3)sc2=S)cc1	3.6%	-1.4%	-6.2%	-1.5%	-18.7%	?	-0.6%	-0.1%	2.4	-2.4%	1.8%
COCC(=O)N(C)C[C@H]1N[C@@](C)(C(=O)OC)[C@H]2C(=O)N(C)C(=O)[C@@H]12	2.1%	2.2%	20.7%	/	2.5%	-30.3%	6.1%	-1.2%	-0.6	5.7%	-1.4%
CC(=O)Nc1ccc(Nc2ncnc3c2cnn3-c2ccc(C)cc2C)cc1	12.4%	-5.5%	-10.6%	0.7%	-10.7%	22.9%[7.66 µM]	5.5%	-1.7%	-3.1	-58.7%	-1.4%
